CF NFkB block – inhibitors of cystic fibrosis induced NF-kB; KKLEB NF-kB-GFP reporter, PAF-induced, GFP fluorescence overnight; inhibition, % at 5 µM; actives 0.86% (n = 360,000); AID 588850;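 active = at least 50% inhibition at 5 µM, scaled per plate between neutral and stimulator controls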;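 note: PAF is a Pseudomonas aeruginosa culture filtrate used as stimulus; plate controls were PAF-stimulated DMSO wells for no effect and unstimulated DMSO wells for full effect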
TWEAK Fn14 block – inhibitors of TWEAK-Fn14 interaction signaling; TWEAK-stimulated Fn14 reporter cells, luciferase luminescence, 8 h; inhibition, % at 10 µM; actives 2% (n = 360,000); AID 1159606; in the data active = inhibition above about 50%
TRAIL sens C8 – sensitizes caspase-8 expressing cells to TRAIL; actives 1% (n = 360,000); NB7+C8 cells + TRAIL, ATPlite viability luminescence; inhibition (viability loss, TRAIL sensitization), % at 10 µM; AID 624354;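 active = compounds causing at least 50% loss of cell viability in the single-dose screen, relative to plate controls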
KKLEB cytotox – counter-screen for CF NF-kB inhibitors: cytotoxicity; actives 0.36% (n = 360,000); KKLEB CF airway cells viability, ATPlite luminescence, overnight; hits give low values; cells stimulated with P. aeruginosa culture filtrate; activity change (cytotoxicity), % at 5 µM;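 active = corrected activity change at or below -50% at 5 µM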
LRH-1 inv ag – NR5A2 inverse agonism in reporter assay | O00482 | HEK293T StAR-luciferase reporter, LRH-1 transfected, 24 h | inhibition, % at 3.6 µM | actives 0.13% (n = 360,000);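 active = inhibition above the mean inhibition of all tested compounds plus 3 SD, cut at about 73% in these data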;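 note: 0% = DMSO wells and 100% = reporter-only cells lacking LRH-1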
Target sequence (O00482 whole entry, looked up): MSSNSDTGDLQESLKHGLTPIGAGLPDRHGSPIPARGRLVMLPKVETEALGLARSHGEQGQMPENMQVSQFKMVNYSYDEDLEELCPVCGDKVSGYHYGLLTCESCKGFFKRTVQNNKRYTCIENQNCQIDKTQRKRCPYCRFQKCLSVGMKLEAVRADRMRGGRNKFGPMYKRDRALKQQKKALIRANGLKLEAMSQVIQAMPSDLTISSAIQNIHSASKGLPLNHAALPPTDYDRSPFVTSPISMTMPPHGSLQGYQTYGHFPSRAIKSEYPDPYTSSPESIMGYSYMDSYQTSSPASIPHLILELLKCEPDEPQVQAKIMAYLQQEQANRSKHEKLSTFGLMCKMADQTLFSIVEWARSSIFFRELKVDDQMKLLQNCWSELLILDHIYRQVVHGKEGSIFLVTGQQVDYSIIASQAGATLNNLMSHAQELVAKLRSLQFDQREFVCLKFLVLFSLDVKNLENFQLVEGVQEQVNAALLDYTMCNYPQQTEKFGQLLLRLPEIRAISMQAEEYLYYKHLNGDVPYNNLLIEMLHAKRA
SRC1 inh – inhibits human SRC1 coactivator. inhibition, % at 3.6 µM. HEK293 GAL4-SRC1 luciferase reporter, luminescence. Q15788. AID 588354. actives 0.12% (n = 360,000);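 active = inhibition above the campaign mean plus 3 SD, with each screening campaign given its own cutoff, cut at about 60% in these data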;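 note: 0% = DMSO treated cells and 100% = gossypol at 36 µM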
TROY NFkB inh – blocks TROY-dependent signaling in reporter cells; Q293 LMP1-TROYcd NF-kB luciferase reporter, 4 h; inhibition, % at 10 µM; actives 0.98% (n = 360,000);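 active = compounds whose plate-normalised and pattern-corrected inhibition of the luciferase reporter signal at the single screening dose is 50% or more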
EBV LMP1 NFkB – reduces LMP1-driven NF-kappaB luciferase signal; AID 504558; actives 0.69% (n = 350,000); inhibition, % at 12.5 µM; LMP1-induced NF-kappaB luciferase reporter cells, luminescence; in the data active = inhibition above about 41%;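 note: 0% = neutral control wells and 100% = reference inhibitor control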
NR2F2 inh – inhibitors of human COUP-TFII (NR2F2). inhibition, % at 8.6 µM. actives 0.7% (n = 370,000). HEK293T NGFI-A luciferase reporter, luminescence;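 active = inhibition above a per-plate cutoff, mean inhibition of test wells between control levels plus 3 SD, cut at about 38% in these data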;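 note: cells cotransfected with COUP-TFII expression vector driving the NGFI-A reporter; 0% = median of COUP-TF2 test wells and 100% = reporter-only cells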
Target sequence (P24468 whole entry, looked up): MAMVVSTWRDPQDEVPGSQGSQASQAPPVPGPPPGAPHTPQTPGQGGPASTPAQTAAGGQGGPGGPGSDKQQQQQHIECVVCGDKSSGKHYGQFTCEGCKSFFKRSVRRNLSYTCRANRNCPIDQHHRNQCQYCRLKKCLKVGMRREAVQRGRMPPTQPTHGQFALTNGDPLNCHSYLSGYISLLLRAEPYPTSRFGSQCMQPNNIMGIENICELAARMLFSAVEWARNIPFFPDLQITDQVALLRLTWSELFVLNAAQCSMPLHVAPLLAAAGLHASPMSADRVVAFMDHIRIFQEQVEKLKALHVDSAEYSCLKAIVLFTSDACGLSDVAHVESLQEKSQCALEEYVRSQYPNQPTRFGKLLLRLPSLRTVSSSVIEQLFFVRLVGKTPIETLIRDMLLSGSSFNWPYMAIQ
NCOA3 inh – human NCOA3 inhibition; Q9Y6Q9; HEK293 GAL4-SRC3 luciferase reporter, luminescence; inhibition, % at 3.6 µM; actives 0.17% (n = 360,000); AID 588352;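 active = inhibition above a per-campaign cutoff, the mean of all compounds plus 3 SD, cut at about 60% in these data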;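 note: 0% = DMSO-treated cells and 100% = gossypol-treated cells at 36 µM; higher means less SRC3-driven luciferase light from the GAL4 reporter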
SRC2 inh – human SRC2 (NCOA2) inhibition; Q15596; HEK293 GAL4-SRC2 luciferase reporter, luminescence; inhibition, % at 9 µM; actives 0.17% (n = 370,000);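 active = inhibition above the mean inhibition of all tested compounds plus 3 SD, set per campaign, cut at about 52% in these data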;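 note: 0% = DMSO treated cells and 100% = cells given Gossypol at 36 µM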
The depositor's hits bear a star; nt = no result given; & = joins results of further samples. Rows were taken by chance; any-hit rate near 4.2%.

The first 3 compounds, ahead of the listing:
SMILES	CF NFkB block	TWEAK Fn14 block	TRAIL sens C8	KKLEB cytotox	LRH-1 inv ag	SRC1 inh	TROY NFkB inh	EBV LMP1 NFkB	NR2F2 inh	NCOA3 inh	SRC2 inh
N#Cc1cccc(Cn2nnc(-c3ccccc3)n2)c1	-3.7	-13.0	-1.7	9.2	-25.6	-26.4	-35.2	-10.8	-8.3	-16.0	-38.5
CN(CC1COc2ccccc2O1)C(=O)c1ccc(Cl)c(S(=O)(=O)N2CCCCCC2)c1 (configuration not stated)	-9.4	6.1	-9.1	5.7	-24.2	-0.7	15.4	7.8	10.2	-44.3	2.8
CCCCn1c(=O)cc(N2CCOCC2)[nH]c1=O	-1.6	17.7	16.0	4.6	-40.4	1.0	-6.2	6.6	-0.3	-5.2	-1.2

This part in full (from the top)
SMILES	CF NFkB block	TWEAK Fn14 block	TRAIL sens C8	KKLEB cytotox	LRH-1 inv ag	SRC1 inh	TROY NFkB inh	EBV LMP1 NFkB	NR2F2 inh	NCOA3 inh	SRC2 inh
N#Cc1cccc(Cn2nnc(-c3ccccc3)n2)c1	-3.7	-13.0	-1.7	9.2	-25.6	-26.4	-35.2	-10.8	-8.3	-16.0	-38.5
CN(CC1COc2ccccc2O1)C(=O)c1ccc(Cl)c(S(=O)(=O)N2CCCCCC2)c1 (configuration not stated)	-9.4	6.1	-9.1	5.7	-24.2	-0.7	15.4	7.8	10.2	-44.3	2.8
CCCCn1c(=O)cc(N2CCOCC2)[nH]c1=O	-1.6	17.7	16.0	4.6	-40.4	1.0	-6.2	6.6	-0.3	-5.2	-1.2
COc1cccc(NC(=O)C2CCCN(S(=O)(=O)c3ccc(-n4cnnn4)cc3)C2)c1 (configuration not stated)	15.3	8.0	-15.1	1.8	-23.7	11.9	-8.7	1.4	20.3	0.7	-8.8
Cc1cccc(OCCCC(=O)Nc2ccc(Br)cc2)c1	3.3	5.8	-12.6	-7.0	-3.0	-12.6	0.9	-2.1	0.8	2.8	-8.4
CC(=O)c1ccc(NC(=O)c2cc(C)no2)cc1	-1.6	-8.1	-18.5	3.2	-17.2	7.8	-12.5	-1.2	1.4	-24.1	-37.0
CCC1(CC)Cc2ccccc2C(CC(=O)N2CCOCC2)=N1	1.2	31.0	0.4	8.3	17.3	11.9	19.9	3.2	4.1	13.8	-16.4
CN(C(=O)c1ccc(NC(=O)Cc2ccc(NC(=O)C3CCCN(C(=O)C4CC4)C3)cc2)cc1)C1CC1 (configuration not stated)	-15.8	-4.8	-7.5	17.1	-10.3	-6.3	-8.9	-1.5	14.2	2.1	-40.2
Cc1cccc(OCC(=O)N/N=C/c2sc(=O)n(Cc3cccc(C(=O)O)c3)c2Cl)c1	12.3	-11.4	7.3	-9.2	3.8	-5.5	40.4	-6.8	21.3	-17.2	17.3
C[C@H](CO)N1C[C@H](C)[C@@H](CN(C)S(=O)(=O)c2ccc(F)cc2)Oc2ccc(NC(=O)Cc3cn(C)c4ccccc34)cc2C1=O	2.8	-2.1	-4.3	-7.3	27.0	-7.7	9.1	11.2	6.0	2.1	-0.9
COc1ccc(C2=NS(=O)(=O)N(C)C(C(=O)NCc3ccco3)=C2)cc1OC	-1.7	-12.8	-9.5	16.0	20.6	10.4	-6.4	3.3	-9.3	8.9	-16.0
CC(=O)c1cnc2ncnn2c1C	5.7	0.3	18.6	-2.1	12.6	9.3	-0.4	10.5	4.7	16.2	-7.6
O=C1CC(=C(c2ccccc2)c2ccccc2)C(=O)N1CCCN1CCN(c2cccc(Cl)c2)CC1	8.4	15.9	1.0	-2.7	-1.1	10.8	1.9	13.5	2.6	8.0	20.1
CCCNC(=O)c1cc(C2CCCCN2S(=O)(=O)c2cn(C)cn2)on1 (configuration not stated)	5.0	6.6	-14.0	-1.0	5.3	-6.7	-16.7	nt	-0.7	-8.0	-18.4
CCCNC(=O)C1(CC2CC(c3ccccc3)=NO2)CCN(C(=O)c2ccccc2)CC1 (configuration not stated)	-0.5	-5.8	4.0	-1.2	11.4	-1.1	-8.7	13.2	4.9	-3.1	-9.7
CC(C)COc1ccc(C(=O)N/N=C/c2ccoc2)cc1	-0.2	1.4	4.9	-8.8	8.5	-16.6	-32.8	0.5	-16.9	-5.4	-20.5
CCc1c(C)n([O-])c2c([n+]1=O)CCC2	-14.3	-11.5	14.2	5.9	3.9	-3.0	-0.6	0.0	0.2	15.9	-5.7
COc1ccc(S(=O)(=O)CCC(=O)NCCc2ccc(Cl)cc2)cc1	4.1	9.6	-30.2	6.0	4.1	-1.4	15.5	7.2	-5.4	16.3	-8.9
COc1ccc(OC)c(CN(CCN2CCOCC2)C(=O)Nc2ccccc2)c1	24.5	-26.5	4.5	-4.6	-6.7	-15.1	-10.2	11.1	-9.9	-33.8	-27.2
Cc1ccccc1OCC(=O)NNC(=O)c1ccoc1C	-10.2	2.8	1.6	-4.0	1.3	-0.2	0.4	-3.8	15.7	-3.6	11.9
CC(CC(=O)N(C)c1c(N)n(Cc2ccccc2)c(=O)[nH]c1=O)c1ccccc1 (configuration not stated)	-7.1	-0.2	-8.5	7.5	0.7	-10.5	3.1	9.5	12.1	-33.0	-12.9
O=C(CNC(=O)c1ccco1)NCC(=O)OCc1c(F)cccc1Cl	14.4	2.7	-13.9	-29.6	24.7	-6.7	5.2	-0.9	-6.7	11.6	-7.8
COc1ccc(OC)c(NC(=O)COC(=O)Cc2ccc(Br)cc2)c1	-0.3	-8.2	-8.1	-1.2	-11.4	4.8	-8.9	-5.9	8.9	-1.5	16.1
Oc1c(C=C2N=c3ccccc3=N2)sc(=S)n1C1CCCCC1	-9.0&-11.2	-10.0&-9.0	17.5&-0.1	6.4&1.2	-8.5&8.6	-14.4&1.4	-31.4&-45.9	-3.2&-3.6	-0.8&-9.6	-6.3&2.0	-9.6&-10.2
Cc1cccc(Nc2nc3c(s2)CCCC3)c1	-6.9	-30.0	4.3	17.6	-85.5	-86.8	-65.3	-43.2	-32.7	-44.2	-45.9

Remaining list, next part.
SMILES	CF NFkB block	TWEAK Fn14 block	TRAIL sens C8	KKLEB cytotox	LRH-1 inv ag	SRC1 inh	TROY NFkB inh	EBV LMP1 NFkB	NR2F2 inh	NCOA3 inh	SRC2 inh
CCn1c(COc2ccccc2C)nc2ccccc21	-4.7	-34.7	15.1	9.7	-49.4	-55.0	-66.7	-12.1	-30.1	-43.3	-48.7
COC(=O)c1cc2oc3ccccc3c2n1Cc1ccccn1	-21.5	-9.8	-15.5	-1.1	-5.2	-20.0	-1.1	3.3	13.5	12.8	-10.1
O=C(CSc1nnc(-c2ccccc2F)n1C1CC1)Nc1ccc2[nH]c(=O)[nH]c2c1	-2.6	9.9	-4.1	0.8	-17.7	-5.3	-10.7	-2.5	5.7	9.4	-39.8
Clc1ccc(CN2CCCCCCC2)cc1	4.8	7.2	-10.2	-5.2	10.6	-2.0	7.1	0.7	-4.9	-10.3	-6.4
COc1ccc(N2CC(C(=O)Nc3ccc(S(=O)(=O)Nc4nccs4)cc3)CC2=O)c(OC)c1 (configuration not stated)	7.3	0.0	-6.3	-12.0	-9.8	6.8	5.5	-1.1	17.8	-26.9	-9.7
COC(=O)C1(C)CCc2cc(OC)ccc2C1=O (configuration not stated)	-11.4	-8.0	19.6	19.4	-17.6	-35.0	0.3	-15.1	0.5	10.1	-13.8
O=C(CCCN=C1NS(=O)(=O)c2ccccc21)OCC(=O)c1ccc(F)cc1	-7.3	1.9	0.0	1.6	-12.6	-5.9	7.4	7.9	15.3	15.2	-28.9
Cc1ccc(NC(=O)CC(=O)c2ccccc2)cc1C	6.4	-20.6	-5.3	-4.7	-47.3	-79.9	-48.2	-29.5	-35.3	-49.3	-27.7
COc1cccc(NC(=O)N(C)C[C@H]2OCc3cnnn3CCCC(=O)N([C@H](C)CO)C[C@@H]2C)c1	8.3	-16.9	-6.0	-10.4	-8.2	-6.0	-18.6	-4.9	-15.4	3.1	22.4
O=c1cc(N2CCOCC2)c2ccccc2o1	4.4	-11.8	-5.6	-14.7	0.8	0.3	-13.7	-10.7	-10.8	-5.4	-9.2
C#C[C@]1(O)CC[C@H]2[C@@H]3CCc4cc(O)ccc4[C@H]3CC[C@@]21C	21.4	-21.8	6.2	-4.8	-32.2	-11.5	16.8	-5.5	-54.5	-10.1	-46.9
CS/C(=N\S(=O)(=O)c1cccs1)Nc1ccc(Cl)cc1	15.3	6.1	35.9	1.2	-3.9	1.8	-29.3	0.7	2.9	-19.8	-26.4
COCCCN1C(=O)C(=O)/C(=C(/O)c2ccc3c(c2)OCCO3)C1c1ccc(C(=O)OC)cc1 (configuration not stated)	-1.3	12.7	-0.4	-13.4	1.6	4.9	-14.5	-0.4	-4.2	-28.5	-8.8
COC(=O)C1C2CCCCC1C(=O)O2 (configuration not stated)	-4.7	2.1	7.3	5.5	26.0	8.3	1.5	-3.8	-4.5	4.9	-19.8
COc1ccc(NC(=O)NNC(=O)COc2ccc([N+](=O)[O-])c(C)c2)cc1OC	11.2	8.2	-14.0	-14.5	3.7	5.1	5.5	9.3	8.4	-15.7	7.3
O=C(CN1C(=O)CC(c2ccccc2)=Nc2ccccc21)NC1CCCCC1	-2.8	-1.6	-11.4	-1.4	-4.0	-14.7	-12.2	0.6	-2.8	3.6	-6.3
CCN(CC)C(=O)CSc1nc(O)cc(=O)n1C	-4.3	10.6	13.1	-18.1	12.0	-25.6	4.5	0.7	18.0	1.2	-8.6
Cc1cc(C)c2nc(N3CCCC(C(=O)NC4CCCC4)C3)sc2c1 (configuration not stated)	2.5	-4.4	3.8	-29.0	1.7	-6.9	-10.8	-24.2	4.7	13.2	-6.8
CNC(=S)N(Cc1ccc(OC)cc1)Cc1cc2cccc(C)c2[nH]c1=O	-4.1	-11.9	-7.8	3.9	-11.4	-19.4	-14.6	-2.3	7.2	9.3	-3.9
COc1cc(C(C2C(=O)CC(C)(C)CC2=O)C2C(=O)CC(C)(C)CC2=O)ccc1OC(C)=O	9.7	20.9	4.7	1.6	8.2	5.4	12.3	7.5	-7.9	6.8	15.8
COc1ccc(OC)c(C(=O)NC(CC(N)=O)c2ccc(NCCOc3ccccc3)c([N+](=O)[O-])c2)c1 (configuration not stated)	-12.5	-7.6	0.9	-9.9	2.3	-6.0	6.5	4.9	1.0	2.2	24.9
CCOc1ccc(NC(=O)N(CCN(C)C)C(C)c2ccncc2)cc1 (configuration not stated)	27.1	-1.7	0.0	-4.8	0.7	3.9	6.9	-4.5	-14.1	-6.5	-12.9
Cc1ccccc1-c1nc2ccccc2c(=O)n1C1CCS(=O)(=O)C1 (configuration not stated)	-15.5	-1.9	2.3	15.9	7.7	-5.9	5.9	-0.2	-0.7	11.8	4.7
Cc1ccc(S(=O)(=O)CCC(=O)Nc2ccc(Br)cc2)cc1	-5.2	-0.4	-4.9	10.8	-10.7	-5.7	-3.3	3.6	13.3	9.3	-11.7
Cc1nn(C(=O)c2ccc3c(c2)OCO3)c(N)c1-c1ccccc1	-20.5	36.5	4.4	-8.8	4.3	6.8	18.9	10.8	-14.9	-13.8	-16.8
O=C1NC[C@H](Cc2ccc(O)cc2)N(C[C@@H]2CCCN2C[C@H](Cc2ccc(O)cc2)N2C[C@H](Cc3ccccc3)N(CC3CCCCCC3)C(=O)C2=O)C1=O	nt	-2.1	-8.3	nt	-1.9	nt	12.2	nt	18.9	nt	9.7
Cc1cc(C)nc(Sc2ccc3nnnn3n2)n1	0.4	-5.7	-3.3	5.1	7.8	8.1	-1.6	-11.9	-31.1	9.1	12.7
